Screens (PubChem BioAssay)
Mtb BioA inh: inhibitors of Mycobacterium tuberculosis BioA enzyme | purified M. tuberculosis BioA enzyme, plate reader | inhibition, % at 9.99 µM | 0.096% of 360,000 active; in the data active = inhibition above about 40%
Active calls of the source: *; & = joins results of further samples. Not all compounds are listed. The share of hits here may be higher or lower than overall.

SMILES	Mtb BioA inh
O=C(C[C@H]1CC[C@H](NS(=O)(=O)c2cccc(F)c2)[C@H](CO)O1)NCc1ccc2c(c1)OCO2	-2.1
CO[C@H]1CN(C)C(=O)c2cc(NS(=O)(=O)c3ccc(Cl)cc3)ccc2OC[C@H](C)N(C)C[C@H]1C	-3.5
O=S(=O)(c1ccccc1)N1CCCCN2[C@@H](CO)[C@H](c3ccc(C#CC4CCCC4)cc3)[C@@H]2C1	2.1
C[C@@H]1CN([C@@H](C)CO)C(=O)Cc2cc(NC(=O)Nc3ccccc3)ccc2O[C@@H]1CN(C)C	-0.3
O=C(CN1CCOCC1)NCC[C@H]1CC[C@H](NC(=O)c2ccc3c(c2)OCO3)[C@@H](CO)O1	-1.2
Cc1ccc(S(=O)(=O)NCC[C@@H]2CC[C@@H](NC(=O)Nc3cccc(F)c3)[C@H](CO)O2)cc1	19
COc1ccccc1NC(=O)N(C)C[C@H]1Oc2ncc(C#CCN(C)C)cc2C(=O)N([C@@H](C)CO)C[C@@H]1C	-2.5
C[C@H](CO)N1C[C@H](C)[C@H](CN(C)S(=O)(=O)c2cn(C)cn2)Oc2ncc(/C=C/c3ccccc3)cc2C1=O	0.0&-0.2
CC(C)NC(=O)N(C)C[C@H]1Oc2ccc(NC(=O)C3CCCCC3)cc2CC(=O)N([C@@H](C)CO)C[C@@H]1C	-0.3
COc1ccc(C#Cc2ccc3c(c2)[C@]2(C(=O)N3)[C@H](C(=O)N3CCCCCCC3)[C@H]3C(=O)O[C@H](c4ccccc4)[C@H](c4ccccc4)N3[C@@H]2c2ccc(O)cc2)cc1	-2.7
C[C@@H]1CCCCO[C@@H](CN(C)C(=O)Nc2ccc(C(F)(F)F)cc2)[C@H](C)CN([C@H](C)CO)C(=O)c2cc(NS(=O)(=O)c3ccc(F)cc3)ccc2O1	-1.5
Cc1noc(C)c1S(=O)(=O)Nc1ccc2c(c1)C(=O)N([C@H](C)CO)C[C@H](C)[C@@H](CN(C)Cc1ccc(Cl)c(Cl)c1)OCCCC[C@@H](C)O2	-0.3
C[C@@H]1CN([C@@H](C)CO)C(=O)Cc2cc(NS(=O)(=O)c3cccs3)ccc2O[C@@H]1CN(C)Cc1ccc(C(=O)O)cc1	-1.6
CO[C@@H]1CC[C@H]2CCN(C)C(=O)C[C@H](c3ccccc3)CN(C)C(=O)c3cccc(C#N)c3OC[C@@H]1O2	-0.4
CCCC#Cc1ccc2c(c1)O[C@H](CN(C)C(=O)c1ccccc1)[C@@H](C)CN([C@H](C)CO)S2(=O)=O	-0.4
Cc1noc(C)c1NC(=O)Nc1ccc2c(c1)C(=O)N([C@@H](C)CO)C[C@@H](C)[C@@H](CN(C)C(=O)Nc1ccc3c(c1)OCO3)OCCCC[C@@H](C)O2	5.7
C[C@H]1CN([C@@H](C)CO)S(=O)(=O)c2ccc(-c3cccnc3)cc2O[C@H]1CN(C)C(=O)C1CCC1	0.9
C[C@@H]1CN([C@@H](C)CO)S(=O)(=O)c2ccc(-c3cncnc3)cc2O[C@@H]1CN(C)Cc1cncnc1	-2.8
O=C(c1cccnc1)N1C[C@@H]2[C@H](c3ccccc31)[C@H](CO)N2C(=O)Nc1ccccc1F	1.6
C[C@@H]1CN([C@@H](C)CO)C(=O)c2cccc(N(C)C)c2O[C@H]1CN(C)C(=O)Nc1cccc2ccccc12	-2.0
C[C@@H]1CN([C@H](C)CO)C(=O)Cc2cc(NS(=O)(=O)c3ccccc3)ccc2O[C@@H]1CN(C)C(=O)Nc1cccc2ccccc12	-2.5
C[C@@H]1CN([C@H](C)CO)C(=O)c2cc(NS(=O)(=O)c3cccs3)ccc2O[C@@H](C)CCCCO[C@H]1CN(C)Cc1ccc2c(c1)OCO2	-0.2
C[C@@H]1CN([C@@H](C)CO)S(=O)(=O)c2ccc(-c3cncnc3)cc2O[C@H]1CN(C)Cc1ccccc1	-0.9
C[C@@H]1CN([C@H](C)CO)C(=O)c2cc(-c3ccc(F)cc3)cnc2O[C@H]1CN(C)Cc1cccnc1	7.3
CC(C)NC(=O)Nc1ccc2c(c1)C(=O)N([C@@H](C)CO)C[C@H](C)[C@@H](CN(C)C(=O)NC1CCCCC1)O2	-0.8
Next structures.
SMILES	Mtb BioA inh
COc1ccccc1NC(=O)N1C[C@@H](O)COC[C@H]2O[C@@H](CC(=O)N3CCC(Cc4ccccc4)CC3)CC[C@@H]21	1.7
Cc1ccc(S(=O)(=O)Nc2ccc3c(c2)CC(=O)N([C@@H](C)CO)C[C@H](C)[C@@H](CN(C)Cc2ccc4c(c2)OCO4)O3)cc1	0.2
O=C(C[C@H]1C[C@@H]2c3cc(NC(=O)C4CCC4)ccc3O[C@@H]2[C@H](CO)O1)NCc1ccccn1	-0.4
C[C@@H]1CN([C@@H](C)CO)C(=O)c2cc(NC(=O)Cc3cn(C)c4ccccc34)ccc2O[C@H]1CN(C)C(=O)Nc1ccc(F)cc1	-1.8
C[C@H]1CN([C@@H](C)CO)C(=O)c2cccc(NC(=O)C3CC3)c2O[C@@H]1CN(C)S(=O)(=O)c1ccc(Cl)cc1	-3.6
CO[C@H]1CN(C)C(=O)c2ccc(NC(C)=O)cc2OC[C@@H](C)N(CC2CCCCC2)C[C@@H]1C	3.2
C/C=C/c1ccc([C@H]2[C@@H](CO)N(C(C)=O)[C@H]2CN(C)S(C)(=O)=O)cc1	-1.4
COCC#Cc1ccc2c(c1)O[C@@H](CN(C)C(=O)C1CCCCC1)[C@H](C)CN([C@@H](C)CO)S2(=O)=O	1.0
O=C(N[C@H]1CC[C@@H](CCNC(=O)C2CCC2)O[C@@H]1CO)c1ccccn1	1.1
CCC(=O)N1C[C@H](C)[C@@H](OC)CN(C)C(=O)c2cc(NC(=O)C3CC3)ccc2OC[C@@H]1C	-3.9
Cc1ccc(S(=O)(=O)N[C@@H]2CC[C@@H](CC(=O)NCCc3ccncc3)O[C@H]2CO)cc1	-0.8
C[C@H](O)C#Cc1ccc([C@H]2[C@H](CO)N3CCCCN(C(=O)c4ccncc4)C[C@@H]23)cc1	-1.7
Cc1ccc(S(=O)(=O)Nc2ccc3c(c2)C(=O)N([C@H](C)CO)C[C@@H](C)[C@H](CN(C)S(=O)(=O)c2ccccc2)OCCCC[C@H](C)O3)cc1	-3.2
O=C(NCC[C@H]1CC[C@@H](NC(=O)C2CCCC2)[C@H](CO)O1)c1ccc(F)cc1	4.2
O=C(NCCc1ccncc1)[C@H]1[C@H](CO)[C@H]2Cn3c(ccc(-c4ccncc4)c3=O)[C@@H]1N2	-0.4
C[C@@H]1CCCCO[C@H](CN(C)C(=O)CCC(F)(F)F)[C@@H](C)CN([C@@H](C)CO)C(=O)c2cc(NC(=O)c3ccccc3)ccc2O1	2.4
CCCNC(=O)Nc1ccc2c(c1)OC[C@@H](C)N(Cc1cncnc1)C[C@H](C)[C@H](OC)CN(C)C2=O	0.6
CS(=O)(=O)Nc1ccc2c(c1)[C@@H]1C[C@@H](CC(=O)NCc3ccccn3)O[C@@H](CO)[C@@H]1O2	0.8
CC=Cc1ccc2n(c1=O)C[C@H]1[C@H](CO)[C@@H](C(=O)N3CCc4ccccc4C3)[C@@H]2N1CCC (mixture of isomers)	-0.1
COc1ccccc1NC(=O)N[C@@H]1CC[C@@H](CCNC(=O)Cc2ccccn2)O[C@@H]1CO	-2.6
C[C@@H]1CN([C@@H](C)CO)C(=O)c2cccc(NC(=O)C3CCCCC3)c2O[C@@H]1CN(C)S(=O)(=O)c1ccc(F)cc1	0.2
COCC(=O)N1CCCCN2[C@H](C1)[C@@H](c1ccc(-c3cccc(C)c3)cc1)[C@@H]2CO	0.6
C[C@H](CO)N1C[C@H](C)[C@@H](CN(C)C(=O)Nc2ccc3c(c2)OCO3)Oc2c(NC(=O)c3cnccn3)cccc2C1=O	2.6
C[C@@H]1CN([C@H](C)CO)C(=O)Cc2cc(NC(=O)Nc3ccccc3)ccc2O[C@H]1CN(C)Cc1ccc(C(F)(F)F)cc1	2.9
CC=Cc1ccc2n(c1=O)C[C@@H]1[C@@H](CO)[C@H](C(=O)NC3Cc4ccccc4C3)N(CCC)[C@H]21 (mixture of isomers)	0.0

Reformatted: entries from further up
Compound | Mtb BioA inh
O=C(C[C@H]1C[C@@H]2c3cc(NC(=O)C4CCC4)ccc3O[C@@H]2[C@H](CO)O1)NCc1ccccn1 | -0.4
O=C(N[C@H]1CC[C@@H](CCNC(=O)C2CCC2)O[C@@H]1CO)c1ccccn1 | 1.1
C[C@@H]1CCCCO[C@H](CN(C)C(=O)CCC(F)(F)F)[C@@H](C)CN([C@@H](C)CO)C(=O)c2cc(NC(=O)c3ccccc3)ccc2O1 | 2.4

Some of the entries so far, with each value named.
> O=C(NCCc1ccncc1)[C@H]1[C@H](CO)[C@H]2Cn3c(ccc(-c4ccncc4)c3=O)[C@@H]1N2
  Mtb BioA inh: -0.4
> C[C@@H]1CCCCO[C@H](CN(C)C(=O)CCC(F)(F)F)[C@@H](C)CN([C@@H](C)CO)C(=O)c2cc(NC(=O)c3ccccc3)ccc2O1
  Mtb BioA inh: 2.4
> CCCNC(=O)Nc1ccc2c(c1)OC[C@@H](C)N(Cc1cncnc1)C[C@H](C)[C@H](OC)CN(C)C2=O
  Mtb BioA inh: 0.6

The list goes on.
SMILES	Mtb BioA inh
COC(=O)[C@@H]1[C@@H](CO)[C@@H]2Cn3c(ccc(-c4ccc(OC)cc4)c3=O)[C@@H]2N1C	-2.9
C[C@H](CO)N1C[C@H](C)[C@H](CN(C)C(=O)Nc2ccc(F)cc2)Oc2ccc(NC(=O)Nc3cccc4ccccc34)cc2CC1=O	-4.3
CCS(=O)(=O)Nc1ccc2c(c1)C(=O)N(C)C[C@H](OC)[C@@H](C)CN(CC1CCCC1)[C@H](C)CO2	-5.6
C[C@@H]1CN([C@@H](C)CO)C(=O)Cc2cc(NC(=O)c3ccncc3)ccc2O[C@@H]1CN(C)Cc1ccc(Oc2ccccc2)cc1	3.0
CC(C)C#Cc1ccc2c(c1)O[C@H](CN(C)C(=O)NC(C)C)[C@H](C)CN([C@@H](C)CO)S2(=O)=O	-0.8
COc1ccc(-c2ccc([C@H]3[C@H]4CN(C(=O)NC(C)C)CCCCN4[C@H]3CO)cc2)cc1	0.1
CCCNC(=O)Nc1ccc2c(c1)C(=O)N(C)C[C@@H](OC)[C@@H](C)CN(C(=O)C1CC1)[C@@H](C)CO2	-1.7
O=C(C[C@@H]1C[C@@H]2c3cc(NS(=O)(=O)c4ccc(F)cc4)ccc3O[C@@H]2[C@@H](CO)O1)N1CCc2ccccc2C1	0.9
CN(C)C(=O)C[C@H]1CC[C@@H](NS(=O)(=O)c2ccccc2)[C@H](CO)O1	-6.2
C[C@@H]1CCCCO[C@@H](CN(C)C(=O)Nc2ccccc2)[C@@H](C)CN([C@H](C)CO)C(=O)c2cc(NC(=O)Nc3ccc(F)cc3)ccc2O1	-2.7
C[C@H](CO)N1C[C@H](C)[C@@H](CN(C)Cc2ccccc2)OCCCC[C@H](C)Oc2ccc(NC(=O)c3ccccc3)cc2C1=O	1.6
C[C@H]1CN([C@@H](C)CO)C(=O)c2cc(NC(=O)Cc3ccccc3)ccc2O[C@@H]1CN(C)S(=O)(=O)c1ccccc1	-0.9
C[C@@H]1CN([C@@H](C)CO)C(=O)c2cc(NC(=O)c3ccncc3)ccc2O[C@H]1CN(C)C(=O)NC1CCCCC1	5.8
CCCN1C[C@H](C)[C@H](OC)CN(C)C(=O)c2ccc(NC(=O)c3cccc(OC)c3)cc2OC[C@H]1C	-0.1
CO[C@H]1CN(C)C(=O)c2cc(NC(=O)CC(F)(F)F)ccc2OC[C@@H](C)N(S(=O)(=O)c2cn(C)cn2)C[C@H]1C	-1.1
Cc1ccc(S(=O)(=O)N(C)C[C@@H]2Oc3ccc(NC(=O)Nc4ccc(C(F)(F)F)cc4)cc3CC(=O)N([C@H](C)CO)C[C@@H]2C)cc1	0.5
C[C@@H]1CN([C@H](C)CO)S(=O)(=O)c2ccc(C#Cc3ccc(F)cc3)cc2O[C@H]1CN(C)C(=O)NC1CCCCC1	-1.6
C[C@@H]1CCCCO[C@H](CN(C)C(=O)c2ccccc2)[C@@H](C)CN([C@H](C)CO)C(=O)c2cc(NS(=O)(=O)c3ccc(F)cc3)ccc2O1	-1.5
C[C@@H]1CN([C@H](C)CO)S(=O)(=O)c2ccc(C#CCN(C)C)cc2O[C@@H]1CN(C)Cc1ccc(F)cc1	0.7
C[C@H](NC(=O)C[C@H]1C[C@@H]2c3cc(NC(=O)NC4CCCCC4)ccc3O[C@@H]2[C@H](CO)O1)c1ccccc1	-1.6
C[C@H]1CCCCO[C@@H](CN(C)Cc2ccncc2)[C@@H](C)CN([C@@H](C)CO)C(=O)c2cc(NC(=O)Cc3ccccc3)ccc2O1	-0.9
CNC[C@H]1Oc2c(NS(=O)(=O)c3cccs3)cccc2C(=O)N([C@@H](C)CO)C[C@H]1C	-0.9
CC(=O)N1CCCCN2[C@@H](CO)[C@H](c3ccc(-c4ccccc4)cc3)[C@@H]2C1	2.4
C[C@@H]1CCCCO[C@H](CN(C)C(=O)c2ccncc2)[C@@H](C)CN([C@@H](C)CO)C(=O)c2cc(N(C)C)ccc2O1	-0.6
CO[C@H](CN(C)C(=O)c1ccc2c(c1)OCO2)[C@H](C)CN([C@@H](C)CO)S(=O)(=O)c1ccc(F)cc1	1.5
Cc1ccc(S(=O)(=O)Nc2ccc3c(c2)CC(=O)N([C@H](C)CO)C[C@H](C)[C@@H](CN(C)C(=O)Nc2ccc4c(c2)OCO4)O3)cc1	-0.1
C[C@H](NC(=O)[C@H]1[C@H](CO)[C@H]2Cn3c(cccc3=O)[C@@H]1N2Cc1ccccc1)c1ccccc1	-0.8
C[C@@H]1CN([C@@H](C)CO)C(=O)c2cccc(NC(=O)Nc3ccccc3)c2O[C@@H]1CN(C)S(=O)(=O)c1ccc(Cl)cc1	-2.0

Taken from above.
C[C@H]1CCCCO[C@@H](CN(C)Cc2ccncc2)[C@@H](C)CN([C@@H](C)CO)C(=O)c2cc(NC(=O)Cc3ccccc3)ccc2O1 | Mtb BioA inh = -0.9
CCS(=O)(=O)Nc1ccc2c(c1)C(=O)N(C)C[C@H](OC)[C@@H](C)CN(CC1CCCC1)[C@H](C)CO2 | Mtb BioA inh = -5.6

For reference, two of the compounds above:
SMILES	Mtb BioA inh
C[C@H](NC(=O)[C@H]1[C@H](CO)[C@H]2Cn3c(cccc3=O)[C@@H]1N2Cc1ccccc1)c1ccccc1	-0.8
C[C@@H]1CN([C@@H](C)CO)C(=O)c2cccc(NC(=O)Nc3ccccc3)c2O[C@@H]1CN(C)S(=O)(=O)c1ccc(Cl)cc1	-2.0
